pPAFAH inh – pPAFAH enzyme inhibitors, primary screen, biochemical, fluorescence polarization, human; recombinant pPAFAH, FP-rhodamine probe fluorescence polarization; inhibition, % at 3.39 µM; Platelet-activating factor acetylhydrolase (Homo sapiens), Q13093; 330,000 tested, 1.5% active;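 active = inhibition above the mean inhibition across the screen plus 3 SD, cut at about 25% in these data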;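 also: inhibitors block binding of the rhodamine activity-based probe so polarization drops; 0% = enzyme with DMSO and 100% = wells lacking pPAFAH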
PAD4 inh – human PAD4 inhibitors, primary screen, biochemical, fluorescence polarization, 1536-well format; Protein-arginine deiminase type-4 (Homo sapiens), Q9UM07; recombinant PAD4, RCA probe fluorescence polarization; inhibition, % at 6.36 µM; 330,000 tested, 0.41% active;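 active = percent inhibition above a cutoff equal to the mean of all tested compounds plus 3 SD, cut at about 15% in these data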;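 also: 0% = PAD4 with RCA probe and DMSO and 100% = probe without PAD4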
Target sequence (Q9UM07 whole entry, looked up): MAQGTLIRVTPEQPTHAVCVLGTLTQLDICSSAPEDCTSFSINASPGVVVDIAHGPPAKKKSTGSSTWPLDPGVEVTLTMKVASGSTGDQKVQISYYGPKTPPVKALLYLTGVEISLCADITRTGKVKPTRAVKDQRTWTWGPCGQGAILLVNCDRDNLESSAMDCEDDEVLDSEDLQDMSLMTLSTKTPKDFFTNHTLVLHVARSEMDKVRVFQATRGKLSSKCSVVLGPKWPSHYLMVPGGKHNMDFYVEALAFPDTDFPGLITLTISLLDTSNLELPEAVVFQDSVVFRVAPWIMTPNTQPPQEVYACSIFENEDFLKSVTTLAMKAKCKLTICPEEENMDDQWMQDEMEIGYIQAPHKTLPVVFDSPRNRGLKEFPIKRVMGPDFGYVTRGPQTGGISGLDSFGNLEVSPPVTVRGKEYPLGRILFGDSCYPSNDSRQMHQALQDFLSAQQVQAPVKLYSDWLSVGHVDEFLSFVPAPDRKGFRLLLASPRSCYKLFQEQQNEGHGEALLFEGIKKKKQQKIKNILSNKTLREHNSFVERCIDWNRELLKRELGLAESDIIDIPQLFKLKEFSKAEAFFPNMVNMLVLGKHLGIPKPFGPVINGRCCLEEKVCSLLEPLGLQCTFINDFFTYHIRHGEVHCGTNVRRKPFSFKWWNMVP
PAFAH1B2 inh – PAFAH1B2 enzyme inhibitors, primary screen, biochemical, fluorescence polarization, human | 340,000 tested, 1.2% active | AID 492953, 2010 | inhibition, % at 3.39 µM | Platelet-activating factor acetylhydrolase IB subunit alpha2 (Homo sapiens), P68402 | recombinant PAFAH1B2, FP-rhodamine activity probe;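 active = inhibition above the mean of all tested compounds plus 3 SD, cut at about 24% in these data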;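 also: 0% = enzyme with DMSO and 100% = wells lacking PAFAH1B2; many of its hits are not listed in these tables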
PAFAH2 FP inh – PAFAH2 enzyme inhibitors, primary screen, biochemical, fluorescence polarization, human | Platelet-activating factor acetylhydrolase 2, cytoplasmic (Homo sapiens), Q99487 | recombinant PAFAH2, FP-rhodamine activity probe | inhibition, % at 3.39 µM | 340,000 tested, 0.99% active | AID 492956, 2010;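 active = inhibition above the mean over all tested compounds plus 3 SD, cut at about 30% in these data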;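 also: inhibitors block probe labeling of enzyme so polarization drops; 0% = enzyme with DMSO and 100% = wells lacking PAFAH2 protein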
Fam108B counter – mouse Fam108B serine hydrolase inhibitors, primary screen, counter-screen for RBBP9 inhibitor project, biochemical, fluorescence polarization; 300,000 tested, 0.33% active; recombinant Fam108B, FP-Rh probe fluorescence polarization; inhibition, % at 9.51 µM;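 active = inhibition above the screen mean inhibition plus 3 SD, computed separately per campaign, cut at about 18% in these data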;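 also: inhibitors lower polarization as less probe binds the enzyme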
PME-1 inh – PME-1 inhibitors via competitive probe labeling, primary screen, biochemical, fluorescence polarization, FP-Rh probe, HTS; inhibition, % at 5.9 µM; 320,000 tested, 0.53% active; Protein phosphatase methylesterase 1 (Homo sapiens), Q9Y570; AID 2130, 2009; recombinant PME-1;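 active = inhibition above the campaign mean of all compounds plus 3 SD, cut at about 26% in these data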;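 also: competitive labeling of PME-1 active site by serine hydrolase directed probe; 0% = PME-1 with DMSO and 100% = wells lacking PME-1 enzyme; inhibitors block probe labeling so polarization falls and inhibition rises; many of its hits are not listed in these tables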
GSTO1 counter – inhibitors of recombinant GSTO1, primary screen, counter-screen for RBBP9 inhibitor project, biochemical, fluorescence polarization; Glutathione S-transferase omega-1 (Homo sapiens), P78417; activity-based probe fluorescence polarization; inhibition, % at 5.96 µM; 300,000 tested, 1.1% active;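 active = inhibition above the campaign mean inhibition plus 3 SD, cut at about 35% in these data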;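 also: 0% = GSTO1-1 with DMSO and 100% = wells lacking GSTO1-1 enzyme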
Target sequence (P78417 whole entry, looked up): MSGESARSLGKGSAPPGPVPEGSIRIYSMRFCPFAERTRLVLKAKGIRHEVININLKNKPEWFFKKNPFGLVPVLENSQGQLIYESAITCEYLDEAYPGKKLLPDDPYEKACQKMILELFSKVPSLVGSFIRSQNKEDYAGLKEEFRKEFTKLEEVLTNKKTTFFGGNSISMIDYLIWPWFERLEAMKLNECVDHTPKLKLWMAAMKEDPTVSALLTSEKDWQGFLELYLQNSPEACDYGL
LYPLA1 counter – LYPLA1 inhibitors, primary screen, counter-screen for PME1 inhibitor project, biochemical, fluorescence polarization, FP-Rh probe ABPP; AID 2174, 2009; inhibition, % at 5.9 µM; 320,000 tested, 0.16% active; recombinant LYPLA1;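 active = inhibition above the mean of all tested compounds plus 3 SD, set per campaign, cut at about 14% in these data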;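 also: inhibitors block serine hydrolase probe labeling of LYPLA1 so polarization falls; 0% = enzyme with DMSO and 100% = wells lacking LYPLA1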
PAFAH1B3 FP inh – PAFAH1B3 enzyme inhibitors, primary screen, biochemical, fluorescence polarization, human. Platelet-activating factor acetylhydrolase IB subunit alpha1 (Homo sapiens), Q15102. recombinant PAFAH1B3, FP-rhodamine probe. inhibition, % at 3.39 µM. 340,000 tested, 0.28% active. AID 492972, 2010;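 active = inhibition above the screen-wide average of all tested compounds plus 3 SD, cut at about 25% in these data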;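 also: 0% = enzyme with DMSO only and 100% = wells lacking PAFAH1B3 protein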
The depositor's hits bear a star; nt = not tested or not shown. Only part of the results is shown; the hit share may differ from the screen's.

compound,pPAFAH inh,PAD4 inh,PAFAH1B2 inh,PAFAH2 FP inh,Fam108B counter,PME-1 inh,GSTO1 counter,LYPLA1 counter,PAFAH1B3 FP inh
Cc1cccc2cc(CN(CCCN3CCOCC3)Cc3nnnn3C(C)(C)C)c(=O)[nH]c12,5.2,6.5,5.4,7.1,-4.5,-0.3,3.4,-0.3,8.9
CCOC(=O)C1(Cc2cccc(OC)c2)CCN(Cc2ccon2)CC1,6.5,1.9,5.5,-6.4,1.9,-3.8,5.9,5.1,2.5
Cc1cccc(Cn2nnc3c2C(=O)c2ccccc2C3=O)c1,0.8,-4.9,9.7,6.9,12.9,-1.2,24.2,0.7,30.3*
NC(=O)Cn1nc(C(F)(F)F)c2c1CCCC2,3.7,2.5,2.9,2.4,-2.0,-4.6,-3.8,4.0,8.4
COC(=O)CN1C(=O)C(O)(CC(=O)c2ccc(C)cc2)c2ccccc21 (centres undefined),0.0,3.9,0.9,4.9,-2.8,0.0,2.3,1.4,-8.0
Clc1ccc(Cc2noc(-c3cccs3)n2)cc1,3.2,-1.1,2.7,6.6,-2.3,1.1,0.5,-1.3,0.1
COc1cc2ccccc2cc1C(=O)NNC(=O)c1ccccc1O,13.8,-0.6,4.0,0.4,4.5,-4.5,-3.0,-2.5,17.8
O=c1[nH]cnc2nn(-c3ccccc3)nc12,-1.4,1.7,-1.0,5.1,2.3,3.9,5.1,-1.5,0.1
CC(C)(C)c1ccc(-c2cc(-c3ccccc3O)[nH]n2)cc1,3.8,-9.7,-3.6,-17.8,-14.7,-21.3,-9.3,-14.2,9.6
COc1ccc(CN2CCn3ncc(C(=O)Nc4cccc(C)c4)c3C2=O)cc1,1.7,-0.2,-9.7,-10.2,-3.3,-0.4,3.4,-1.1,-7.5
Cc1cc(O)c(Sc2ncn[nH]2)cc1NS(=O)(=O)c1ccc(Cl)cc1,1.6,-0.5,1.6,-4.2,nt,-1.9,nt,-6.5,-1.3
Cc1ccc(C2(O)CN(c3ccccc3C)C3=[N+]2CCS3)cc1 (centres undefined),5.7,4.0,12.8,0.8,8.2,2.3,4.4,-1.5,3.3
CCNC(=S)N1CCNC(=O)C1CC(=O)OC (centres undefined),-0.6,-0.4,-1.0,-11.4,-2.5,-2.0,2.4,-0.6,12.2
CCOc1cc(/C=N\Nc2nc(-c3ccc(C)cc3)c(NC(C)=O)s2)ccc1O,-1.4,1.1,4.6,3.0,10.2,3.5,2.8,-4.2,8.3
N#Cc1c(NC(=O)CN2C(=O)c3ccccc3C2=O)oc(-c2ccccc2)c1-c1ccccc1,13.6,-3.2,22.5,-5.4,4.3,-22.5,-10.2,-37.4,2.7
Cc1ccc(N(CCC#N)C(=O)COC(=O)C2=COCCO2)cc1,3.8,-1.5,0.2,3.5,-7.8,-1.1,-0.2,-1.4,8.7
O=C(CC1C(=O)N(c2ccccc2)C(=O)N1C1CCCCC1)Nc1ccccc1 (centres undefined),-4.8,2.7,-2.0,-10.7,-0.3,-1.4,-0.4,-1.0,-0.3
O=C1CCC(C(=O)N2CCSCC2)CN1Cc1cccc(C(F)(F)F)c1 (centres undefined),1.8,-2.0,5.2,3.4,-0.7,8.2,-0.5,4.0,1.6
CC(=O)Nc1nc(-c2ccccc2)cc(-c2ccco2)c1C#N,0.3,3.6,4.3,-4.8,nt,2.7,nt,2.9,8.6
O=C(NCc1ccc(F)cc1)C(c1ccccc1)N(CC1CCCO1)C(=O)Cn1nnc2ccccc21 (centres undefined),9.8,1.0,0.0,0.1,5.3,3.8,-4.7,-0.5,-2.1
O=c1c2ccccc2nc(/C=C/c2ccc(O)cc2)n1CCc1ccccc1,-3.3,-5.3,-5.6,-8.2,4.8,10.6,2.1,-9.6,4.3
Cn1c(=O)c([N+](=O)[O-])c(-n2cnc3ccccc32)c2ccccc21,0.7,-1.7,nt,nt,0.7,-1.7,3.3,6.4,nt
C=CCNC(=O)CN1C2CCCC1CC(NC(=O)c1ccccc1C)C2 (centres undefined),3.7,2.2,-0.3,-4.2,-0.5,0.9,5.4,0.0,-7.3
COc1ccc(CCNC(=O)Cc2ccc(OCc3ccccc3)c(OC)c2[N+](=O)[O-])cc1OCc1ccccc1,4.0,-1.0,-4.4,-9.3,-11.6,-11.0,-10.9,-6.8,-8.7
CN(C)c1ccc(C(=O)NCC2CCCO2)cc1 (centres undefined),-1.7,-1.1,12.7,-9.0,1.5,5.2,2.3,-4.1,-4.1
CCOC(=O)c1sc(NC(=O)CNCc2cccnc2)c(C(=O)OCC)c1C,2.0,-4.0,-1.7,2.1,-5.7,-6.3,0.5,0.9,6.5
CCOc1ccc(Nc2nc(N3CCOCC3)nc(N3CCOCC3)n2)cc1,-0.9,0.6,5.2,1.6,2.3,-4.2,3.0,5.0,-2.7
Cn1cc(S(=O)(=O)N2CCN(Cc3ccccc3)CC2)c(=O)n(C)c1=O,1.4,2.3,3.8,-9.3,4.0,5.5,6.1,-2.3,-3.6
C(=N\n1cnnc1)/C1CCCCC1,-5.0,-0.8,-2.2,5.0,-0.2,-0.8,-0.5,-5.4,8.0
Brc1cccc(/C=N/Nc2nn[nH]n2)c1,2.6,-0.4,11.7,6.6,4.6,1.1,9.5,1.2,7.5
CN(CC(=O)Nc1ccccc1C(F)(F)F)C(=O)COc1cccnc1[N+](=O)[O-],-0.5,-8.2,3.7,3.8,1.6,-5.4,9.9,-1.2,6.8
COC(=O)CCN1CCN(S(=O)(=O)c2cccc(Br)c2)CC1,5.0,-4.8,0.8,5.7,-4.5,-0.2,4.8,1.5,8.8
Nc1ncnc2c1ncn2[C@@H]1O[C@H](CNS(=O)(=O)c2ccc(-c3ccno3)s2)[C@@H](O)[C@H]1O,7.3,1.4,4.0,1.9,nt,nt,nt,nt,6.3
O=C(CCc1nc2ccccc2s1)OCC(=O)c1ccccc1,8.6,-2.0,2.6,1.5,2.4,-3.4,7.3,1.5,-2.6
CC(C)C(NC(=O)CN(c1ccc2c(c1)OCCO2)S(=O)(=O)c1ccccc1)C(C)C,4.7,7.7,0.2,4.3,-1.6,-1.1,-3.0,-1.4,6.7
COc1ccc(-n2c(SCC(=O)Nc3cc(C(=O)O)ccc3C)nc3ccccc3c2=O)cc1Cl,0.1,-2.7,-0.9,12.7,1.9,-2.1,-5.6,-2.7,0.8
COc1ccc(C2NC(=O)c3ccccc3N2)cc1 (centres undefined),3.4,1.2,2.5,0.0,-0.9,-2.6,6.4,-1.3,-4.8
CC1(C)Cc2c(sc3nnn(Cc4ccccc4)c(=O)c23)CO1,-1.5,-3.2,5.8,3.4,0.1,0.5,-4.1,0.2,-2.6
COCCNC(=O)c1cc(-c2ccc3c(c2)OCO3)on1,-0.9,3.8,-1.6,2.2,-0.2,-4.0,-3.5,-0.2,-0.1
CS(=O)(=O)c1ccc2nc(NC(=O)CN3C(=O)C4CC=CCC4C3=O)sc2c1 (centres undefined),-2.9,-0.4,6.3,2.3,-1.0,-6.0,-0.1,-2.0,10.2
COc1cc(CCC(=O)Nc2sccc2C#N)cc(OC)c1OC,6.5,1.7,-0.8,-3.8,-3.5,-3.6,3.4,7.3,6.1
CCOC(=O)c1c(C)[nH]c(C(=O)CC(=O)OC)c1C,-2.0,-9.8,2.4,8.1,-0.2,5.7,2.0,1.6,5.2
Cn1cc(Cl)c(C(=O)Nc2nccs2)n1,-1.8,6.8,3.8,5.2,-3.1,3.8,5.7,2.4,2.9
CCNC(=S)N/N=C/c1sccc1C,3.5,1.0,nt,nt,0.8,3.0,1.2,-1.4,nt
CC(=O)c1ccc(NC(=O)c2ccc(CSc3ccccc3)o2)cc1,10.8,-0.5,4.8,-13.1,-8.8,-7.8,-4.2,-14.2,0.8
CSc1ccccc1NC(=O)CN(C)C(=O)c1ccc(NC(=O)c2cccs2)cc1,1.4,1.3,3.0,-1.4,nt,7.6,nt,-3.7,4.1
O=C(Cc1ccc(-c2ccccc2)cc1)Nc1ccccn1,1.3,-0.9,-1.7,-9.2,-5.1,-7.5,-6.8,-3.2,4.3
Cc1cc(N2CCN(c3ccccc3)CC2)n2cc(-c3ccccc3)nc2n1,-3.7,5.4,0.5,5.4,6.8,5.2,1.1,0.7,4.0
COc1ccc2c(CCNC(=O)/C=C/c3ccc(OC)c(OC)c3)c[nH]c2c1,6.4,-2.6,3.4,-1.4,9.9,6.0,5.2,-4.9,8.4
Cc1cc(C(C)(C)C)cc(C)c1COC(=O)c1cccnc1,3.8,-0.1,-3.8,-2.9,0.3,-2.5,-3.9,-0.4,12.1
CCCCCCC(=O)Oc1ccc(N2C(=O)CCC2=O)cc1,6.5,2.1,7.8,-1.7,2.0,-2.4,-1.3,0.6,4.6
CCn1c(CNC(=O)c2cccc(C)c2)nnc1SCC(=O)Nc1cccc(OC)c1,0.1,-0.3,-2.9,4.2,5.9,3.5,-3.1,-1.8,-5.0
CCNC(=S)NNC(=O)c1cc(Br)cs1,5.1,-2.0,5.7,-2.2,-2.7,-0.9,2.8,-0.2,-3.6
CCOC(=O)c1cc2c(ccn2C)n1Cc1ccc(C#N)cc1,5.6,-1.2,8.4,4.3,4.3,5.7,-1.3,-1.3,-0.9
CCOc1ccccc1NC(=O)CSc1nc(N)c(C#N)cc1C#N,-9.5,-9.7,-3.2,-8.0,-10.2,-13.2,8.4,-5.5,2.1
C/C(=N\O)c1ccccc1C(=O)O,-1.2,-1.0,6.7,-3.7,1.6,-4.5,5.9,-1.4,2.8
COc1cccc2sc3cc(NCc4ccc5c(c4)OCO5)ccc3c(=O)c12,-1.2,1.3,3.4,-11.9,nt,nt,nt,nt,-3.3
CCOC(=O)COc1ccc(S(=O)(=O)NC2CC2)cc1,1.7,-3.9,0.9,-1.2,-1.8,-2.4,-2.6,-2.0,1.3
CCN(CC)CCC(c1cc(OC)c(OC)c(OC)c1)c1c(OC)cc(OC)c2ccc(=O)oc12 (centres undefined),1.4,0.0,0.0,3.2,4.4,2.8,9.1,2.8,3.4
CN(C)/C=C1/C(=O)N(c2ccc([N+](=O)[O-])cc2)N=C1c1ccccc1,12.0,-17.2,nt,nt,4.9,4.7,-0.2,0.4,nt
CCc1cccc(C)c1NC(=O)CCNC(=O)c1cccc(C)c1,0.8,3.9,-7.8,3.6,-0.3,3.5,-4.9,7.5,-2.3

Screening results from PubChem BioAssay.
